Screening data: PubChem BioAssay, National Center for Advancing Translational Sciences (NCATS)
BAZ2B inh: inhibitors of human BAZ2B bromodomain | Q9UIF8 | Potency, µM (series often up to 114 µM), without a hit: at the top dose activity change, negative = inhibition, actives largely listed as inhibitors | 360,000 compounds, 4.4% hits | AlphaScreen BAZ2B-H3K14Ac peptide displacement; note: % is set by controls: 0 for no effect and ±100 for the full control effect; nearly all actives have a fitted effect of over 60% in size
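BAZ2B (50 nM) with biotin-H3(5-23)K14Ac peptide (50 nM) in PBS pH 7.4, 0.01% Tween-20, preformed 30 min, then compound 30 min at room temperature; top concentration 110uM. AlphaScreen streptavidin donor/nickel chelate acceptor beads (10 ug/mL final), 20 min dark, signal read.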
Pol iota inh: DNA polymerase iota (human) inhibition | Q9UNA4 | Pol iota fluorescent replication assay, 10 min | Potency, µM (titrated, usually from 115 µM), inactives show at the highest dose activity, negative = inhibition, most hits filed as inhibitors | 390,000 compounds, 1% hits | AID 588590
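Pol iota at 10 nM preincubated 15 min with compounds at room temperature; reaction started with fluorescent substrate, 50 nM final. Fluorescence read kinetically at 0 and 10 min; buffer-only wells as negative control.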
Pol kappa inh: DNA polymerase kappa (human) inhibition; Q9UBT6; purified Pol kappa, fluorescent DNA synthesis assay, 10 min; Potency, µM (series often up to 107 µM), inactives show top-dose activity, negative = inhibition, most hits filed as inhibitors; 400,000 compounds, 0.53% hits; AID 588579; note: % is set by controls: 0 for no effect and ±100 for the full control effect
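Kinetic fluorescence screen: compound preincubated 15 min RT with 10 nM enzyme; 50 nM substrate (final) initiates; reads at 0/10 min.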
G9a block: G9a (human) methyltransferase inhibition. Q96KQ7. G9a H3K9 monomethylation, AlphaScreen, 2 h. Potency, µM (series often up to 102 µM), for inactives: at the highest dose activity, negative = inhibition, actives largely listed as inhibitors. 350,000 compounds, 8.8% hits; note: % is set by controls: 0 for no effect and ±100 for the full control effect; nearly all actives have a fitted effect of over 75% in size
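Compounds were preincubated with 20 nM G9a for 15 min, after which biotinylated H3K9 peptide (500 nM) and SAM (20 uM) started a 2 h room-temperature reaction. Monomethylated product was quantified by antibody-based AlphaScreen chemiluminescence.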
BLM helicase inh: Bloom syndrome helicase (human) inhibition | 350,000 compounds, 0.2% hits | AID 2528 | recombinant BLM DNA unwinding, fluorescence dequenching | Potency, µM (highest dose often 56.1 µM), for inactives: at the highest dose activity change, negative = inhibition, most hits filed as inhibitors | P54132;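 note: plate controls were vehicle for no effect and no enzyme for full effect; nearly all actives have a fitted effect of over 35% in size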
APE1 inh: inhibitors of human APE1 endonuclease | P27695 | recombinant APE1, TAMRA/BHQ-2 abasic DNA cleavage fluorescence | Potency, µM (top dose mostly 65.8 µM), for the others: at the highest dose activity change, negative = inhibition, most hits filed as inhibitors | 350,000 compounds, 0.35% hits;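 note: plate controls were vehicle for no effect and reference inhibitor for full effect; nearly all actives have a fitted effect of over 55% in size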
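APE1 at 0.75 nM preincubated 15 min at room temperature with compound. Reaction then started with 50 nM double-stranded THF-abasic substrate labelled with TAMRA/BHQ-2, and 525/598 nm fluorescence read kinetically. Activity taken as third-minus-first read difference, normalized to DMSO and NSC13755 controls.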
JMJD2A Tudor: inhibitors of human JMJD2A Tudor domain. O75164. AlphaScreen JMJD2A-Tudor / H3K4me3 peptide binding. Potency, µM (series often up to 114 µM), inactives show at the top dose activity change, negative = inhibition, usual class: inhibitors. 390,000 compounds, 4.4% hits. AID 504339; note: % is set by controls: 0 for no effect and ±100 for the full control effect; nearly all actives have a fitted effect of over 50% in size
Target sequence (O75164 whole entry, looked up, the tested form may be a part): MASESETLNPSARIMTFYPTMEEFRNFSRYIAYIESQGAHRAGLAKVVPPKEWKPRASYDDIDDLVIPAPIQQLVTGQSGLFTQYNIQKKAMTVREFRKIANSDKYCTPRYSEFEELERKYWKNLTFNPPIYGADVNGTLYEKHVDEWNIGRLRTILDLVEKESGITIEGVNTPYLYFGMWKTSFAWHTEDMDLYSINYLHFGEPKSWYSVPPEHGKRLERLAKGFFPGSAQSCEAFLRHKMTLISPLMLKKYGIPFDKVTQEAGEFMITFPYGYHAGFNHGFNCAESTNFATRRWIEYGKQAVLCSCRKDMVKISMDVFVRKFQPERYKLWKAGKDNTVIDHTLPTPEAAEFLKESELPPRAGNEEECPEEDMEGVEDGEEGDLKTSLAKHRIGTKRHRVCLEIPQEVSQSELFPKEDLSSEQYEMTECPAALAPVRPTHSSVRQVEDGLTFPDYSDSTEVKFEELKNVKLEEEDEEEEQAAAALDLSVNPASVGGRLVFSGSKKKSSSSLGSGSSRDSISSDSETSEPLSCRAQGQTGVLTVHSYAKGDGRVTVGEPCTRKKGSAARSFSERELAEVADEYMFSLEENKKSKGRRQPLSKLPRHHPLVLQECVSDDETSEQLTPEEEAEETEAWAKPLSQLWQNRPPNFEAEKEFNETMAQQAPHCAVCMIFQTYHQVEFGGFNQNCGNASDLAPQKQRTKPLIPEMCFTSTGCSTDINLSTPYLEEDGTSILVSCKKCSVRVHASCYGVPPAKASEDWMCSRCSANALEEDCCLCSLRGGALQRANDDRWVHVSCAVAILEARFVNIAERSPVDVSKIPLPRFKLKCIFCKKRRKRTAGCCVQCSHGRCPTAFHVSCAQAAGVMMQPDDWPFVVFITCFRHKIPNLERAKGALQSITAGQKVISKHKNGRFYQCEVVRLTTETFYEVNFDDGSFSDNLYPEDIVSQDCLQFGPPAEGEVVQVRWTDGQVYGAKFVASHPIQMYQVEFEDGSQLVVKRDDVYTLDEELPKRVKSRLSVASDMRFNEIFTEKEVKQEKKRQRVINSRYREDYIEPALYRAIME
POLH inh: DNA polymerase eta (human) inhibition; Q9Y253; recombinant Pol eta, fluorescent DNA replication assay; Potency, µM (top dose mostly 114 µM), for inactives: top-dose activity change, negative = inhibition, most hits filed as inhibitors; 390,000 compounds, 1.2% hits; note: % is set by controls: 0 for no effect and ±100 for the full control effect
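Fluorescent replication assay: 50 nM final substrate added after a 15 min room-temperature compound preincubation with 10 nM enzyme. Signal taken at 0 min and again at 10 min.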
POLB inh: blocks human DNA polymerase beta activity; Pol beta primer extension/strand displacement, fluorescence kinetic; Potency, µM (series often up to 114 µM), for inactives: at the highest dose activity change, negative = inhibition, hits mostly inhibitors; 340,000 compounds, 1.3% hits; note: % is set by controls: 0 for no effect and ±100 for the full control effect
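Human Pol beta at 10 nM; strand-displacement substrate 50 nM final. Compound exposure 15 min at room temperature before start, reaction 10 min at room temperature.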
* = called active by the depositor; ? = inconclusive; nt = no result given; [ ] = remark or other dose. Calls come from the whole dose curve; as a rule, active = well fitted curve in the direction sought with a large enough effect; inconclusive = small, poorly fitted or top-dose-only effect, or another doubt; inactive = no such curve, though single readings can be large; an effect the other way counts as inactive or inconclusive. Potency is the fitted concentration of half-maximal effect. These rows are one share of the data; count on the stated rates, not on these rows.

| Molecule | BAZ2B inh | Pol iota inh | Pol kappa inh | G9a block | BLM helicase inh | APE1 inh | JMJD2A Tudor | POLH inh | POLB inh |
| --- | --- | --- | --- | --- | --- | --- | --- | --- | --- |
| Cc1cc2nnc(SCC(=O)NCC(c3ccccc3)N(C)C)n2c2ccccc12 (stereo not given) | 1% | 5% | -5% | 11% | 17% | 9% | -6% | -16% | 2% |
| COc1cc(OC)c(NC(=O)C2CCN(S(=O)(=O)c3ccc4c(c3)CC(C)N4C(C)=O)CC2)cc1Cl (stereo not given) | -24% | 16% | -11% | 4% | -4% | 29% | -10% | -3% | 38% |
| CCCCCCn1c(NCC)nc2c1c(=O)n(C)c(=O)n2C | 111%[activator] | -8% | -11% | -21% | 4% | 1% | -6% | -11% | 2% |
| CC(=NNC(=S)SCc1ccccc1)c1ccccn1 | nt | 15% | -8% | nt | nt | nt | 20µM* | -7% | nt |
| CCCN(CC1CC1)C(=S)Nc1ccc(Oc2ccccc2)cc1 | -27% | 4% | -13% | 44%[59 µM] | -9% | 0% | -15% | -13% | -5% |
| O=C(NCC(=O)N(Cc1ccco1)C(C(=O)NC1CCCC1)c1cccnc1)c1ccco1 (stereo not given) | nt | 64%[activator] | 2% | nt | nt | nt | -11% | -1% | nt |
| Cc1noc(C)c1C(=O)N(CC(=O)Nc1ccccc1Br)Cc1ccco1 | 7% | 24% | -19% | -10%[12.7 µM] | nt | 26% | -17% | -16% | nt |
| COc1ccc(C=NNC(=O)NN=Cc2ccc(OC)c(OC)c2)cc1OC | nt | -27% | -30% | nt | nt | nt | -6% | -14% | nt |
| COc1cc(C(=O)N(Cc2ccc(C)o2)C2CCS(=O)(=O)C2)cc(OC)c1OC (stereo not given) | -13% | 19% | 5% | -10% | 1% | 31% | 3% | -26% | 19% |
| Cc1cc(C)nc(SCCc2ccncc2)n1 | 10% | 22µM* | 2% | 4µM* | 0% | -1% | 4.5µM* | -11% | -2% |
| Cc1ccc(CNCc2ccc3c(c2)n(C)c(=O)n3C)cc1 | -11% | 24% | -3% | 0%[59 µM] | 6% | nt | -26% | 9% | -2% |
| CCOC(=O)c1sc(=S)n(-c2ccccc2)c1SC | -12% | 26% | -8% | 40%[59 µM] | -3% | -8% | 26% | -15% | 2% |
| Cc1cc(C)nc(N(C#N)Cc2ccccc2Cl)n1 | 10% | 1% | 19% | 12% | 1% | 0% | -3% | -14% | -17% |
| CC(=O)Nc1ccc(S(=O)(=O)N2CCC(C(=O)O)CC2)cc1 | -9% | 38%[activator] | 4% | -9% | 0% | -3% | 1% | -3% | 7% |
| O=C(Cn1c2ccc(F)cc2c2nc3n(c(=O)c21)CCS3)NC1CCCC1 | -9% | 11% | -6% | -5%[59 µM] | 1% | 24%[12.4 µM] | -19% | -9% | 7% |
| COc1ccc(CNC(=O)/C=C/c2ccc(OCCCF)cc2)cc1OC | 5% | 7% | -22% | nt | -2% | 9% | -15% | -11% | 39% |
| CC(C)=CCC[C@](C)(OC1OC(COC2OCC(O)C(O)C2O)C(O)C(O)C1O)C1CC[C@]2(C)C1C(O)CC1[C@@]3(C)CCC(O[C@@H]4O[C@H](CO)C(O)C(O)C4O[C@@H]4OC(CO)C(O)C(O)C4O)C(C)(C)C3CC[C@]12C (stereo not given in full) | nt | 6% | 2% | nt | nt | -11% | -19% | -7% | nt |
| Cc1ccc(NC(=O)CSc2nccn2Cc2ccco2)cc1Cl | ? | 4% | -4%[60.1 µM] | -31%[59 µM] | -3% | nt | ? | 3% | 17% |
| O/N=C1\CCC\C1=C/c1ccco1 | ? | ? | ? | 56µM* | -3% | ? | -25% | -32% | -17% |
| CCCOc1ccc(C(=O)Nc2ccc(S(=O)(=O)N3C[C@@H]4C[C@@H](C3)c3cccc(=O)n3C4)cc2)cc1 | -25% | -19% | -9% | 4%[0.501 µM] | nt | 5% | -29% | 1% | nt |
| CCn1cc(Br)c(C(=O)NN)n1 | -8% | 6% | -7% | -8%[59 µM] | 0% | 0% | -7% | 12% | 2% |
| COc1ccccc1N1CCN(CCNC(=O)Nc2cccc(C)c2C)CC1 | -5% | 32%[activator] | -5% | ? | -7% | 9% | ? | -7% | -3% |
| Cc1ccc(OCCn2ccnc2)c([N+](=O)[O-])c1 | ? | 11% | 14% | 32µM* | -2% | 3% | ? | -19% | 55% |
| COc1cccc(C(=O)Nc2nnc(S(=O)(=O)N3CCCc4ccccc43)s2)c1 | ? | 41%[activator] | -9% | ? | -1% | nt | -33% | 50µM* | -18% |
| COc1cc(C2c3c(-c4ccccc4O)n[nH]c3C(=O)N2CCO)ccc1OCC(C)C (stereo not given) | -11% | 19% | 15% | 8%[59 µM] | 0% | nt | -18% | -20% | 2% |
| COc1ccc(C(=O)N2CCCC(N3CCN(c4ccccc4OC)CC3)C2)c(OC)n1 (stereo not given) | -6% | 18% | 5% | nt | 1% | -10% | -2% | -5% | -2% |
| COc1cccc(CNC(=O)COc2cccc3c2OC(C)(C)C3)c1 | -4% | 14% | -12% | -40% | nt | -4% | -1% | -5% | nt |
| COCCN(C(=O)c1csnn1)C(C(=O)NC(C)(C)C)c1cccc(OC)c1 (stereo not given) | 1% | 19% | 3% | -3%[12.7 µM] | 0% | 0% | -16% | -4% | 0% |
| COc1ccc(C(=O)c2no[n+]([O-])c2C(=O)c2ccc(OC)cc2)cc1 | -9% | ? | -19% | 8.9µM* | -4% | -4% | ? | -7% | 13% |
| O=c1cc(-c2c(F)c(F)c(F)c(F)c2F)oc2c(F)c(F)c(F)c(F)c12 | 8% | nt | nt | -10%[59 µM] | -5% | -7% | nt | nt | ? |
| O=C(Cc1ccc(Cl)cc1Cl)OCC(=O)N1CCN(C(=O)c2ccco2)CC1 | -12% | 46%[activator] | -5% | -1% | -5% | -5% | -11% | -6% | -15% |
| O=C(c1ccco1)N1CCN(C(c2cccs2)c2sc3ncnn3c2O)CC1 (stereo not given) | 6% | 15% | 0% | -17% | -1% | 3% | -3% | -11% | 13% |
| COc1ccc(S(=O)(=O)Nc2ccc(NC(C)=O)cc2)cc1 | ? | -2%[58.9 µM] | -5% | 11%[59 µM] | -1% | -1% | -7% | -10% | 5% |
| O=C(CCc1nc2ccccc2c(=O)[nH]1)N1CCN(S(=O)(=O)c2ccc(F)cc2)CC1 | -4% | 28% | -1% | 19%[59 µM] | nt | 27% | -13% | ? | nt |
| CCOc1ccccc1OCC(=O)Nc1cccc(S(=O)(=O)N2CCCCCC2)c1 | 37%[activator] | 43%[activator] | -16% | 3%[0.501 µM] | nt | -4% | 2% | -8% | nt |
| Cc1c([N+](=O)[O-])cc(C(=O)NCc2ccc(F)cc2)cc1[N+](=O)[O-] | -22% | 49%[activator] | -3% | ? | -10% | -2% | -24% | -11% | 1% |
| Cn1c(O)c(N=NC(=O)c2ccco2)c2ccccc21 | -11% | 6% | -18% | 11%[12.7 µM] | -1% | 18% | -6% | -5% | 0% |
| CCOC(=O)C1CCN(S(=O)(=O)c2cc(Br)cc3c2N(C(C)=O)C(C)C3)CC1 (stereo not given) | 6% | 11% | 1% | 18%[12.7 µM] | -3% | 12% | -6% | -8% | 2% |
| Nc1nc(N2CCCCC2)c(C=O)c(N2CCCCC2)n1 | -7% | 128%[activator] | 3% | ? | -11% | -9% | -16% | -15% | -2% |
| CCN(CC(=O)NC(C)C)C(=O)Cc1ccc(C)c(C)c1 | 0% | 85%[activator] | 12% | -18% | 2% | -7% | -7% | -24% | -15% |
| Cc1ccc(OCc2cc(C(=O)N(C)Cc3cc(C4CC4)n[nH]3)no2)cc1C | -22%[57.1 µM] | 8% | -17% | 8% | -6% | 24% | ? | -23% | -1% |
| O=C1c2ccccc2C(=O)c2c1cccc2N1CCN(Cc2ccccc2)CC1 | 5µM* | 27% | 1% | 10µM* | -6% | 7% | 14µM* | -7% | 8% |
| CSc1ccc(NC(=O)NCCN2CCc3ccccc3C2)cc1 | ? | 16% | -8% | ? | -1% | -8% | ? | -24% | 11% |
| C=C(C)C1CC=C(C)/C(=N/NC(=O)c2ccoc2C)C1 (stereo not given) | -2% | 11% | -16% | 15%[59 µM] | -2% | 6% | -9% | -20% | 15% |
| COc1ccc(-c2nnc(SCc3ccc(C(=O)O)cc3)o2)cc1OC | 3% | -9% | 16% | 4%[0.501 µM] | -1% | 1% | -21% | 13% | 3% |
| COc1ccc(-n2nc(C(=O)NCC(=O)NCC3CCCO3)c3ccccc3c2=O)c(OC)c1 (stereo not given) | -3% | 14% | -2% | 6% | -6% | -1% | 2% | -2% | 22% |

Gathered by group: the entries above with an aryl thioether with sulfur outside any ring
| Molecule | BAZ2B inh | Pol iota inh | Pol kappa inh | G9a block | BLM helicase inh | APE1 inh | JMJD2A Tudor | POLH inh | POLB inh |
| --- | --- | --- | --- | --- | --- | --- | --- | --- | --- |
| Cc1cc2nnc(SCC(=O)NCC(c3ccccc3)N(C)C)n2c2ccccc12 (stereo not given) | 1% | 5% | -5% | 11% | 17% | 9% | -6% | -16% | 2% |
| Cc1cc(C)nc(SCCc2ccncc2)n1 | 10% | 22µM* | 2% | 4µM* | 0% | -1% | 4.5µM* | -11% | -2% |
| CCOC(=O)c1sc(=S)n(-c2ccccc2)c1SC | -12% | 26% | -8% | 40%[59 µM] | -3% | -8% | 26% | -15% | 2% |
| Cc1ccc(NC(=O)CSc2nccn2Cc2ccco2)cc1Cl | ? | 4% | -4%[60.1 µM] | -31%[59 µM] | -3% | nt | ? | 3% | 17% |
| CSc1ccc(NC(=O)NCCN2CCc3ccccc3C2)cc1 | ? | 16% | -8% | ? | -1% | -8% | ? | -24% | 11% |
| COc1ccc(-c2nnc(SCc3ccc(C(=O)O)cc3)o2)cc1OC | 3% | -9% | 16% | 4%[0.501 µM] | -1% | 1% | -21% | 13% | 3% |

Entries above containing a nitro group on carbon:
| Molecule | BAZ2B inh | Pol iota inh | Pol kappa inh | G9a block | BLM helicase inh | APE1 inh | JMJD2A Tudor | POLH inh | POLB inh |
| --- | --- | --- | --- | --- | --- | --- | --- | --- | --- |
| Cc1ccc(OCCn2ccnc2)c([N+](=O)[O-])c1 | ? | 11% | 14% | 32µM* | -2% | 3% | ? | -19% | 55% |
| Cc1c([N+](=O)[O-])cc(C(=O)NCc2ccc(F)cc2)cc1[N+](=O)[O-] | -22% | 49%[activator] | -3% | ? | -10% | -2% | -24% | -11% | 1% |
